# From PubChem BioAssay
# MITF inh = MITF inhibitors, primary screen, biochemical, AlphaScreen, human; Microphthalmia-associated transcription factor (Homo sapiens), O75030; AlphaScreen MITF homodimerization, bead proximity signal; inhibition, % at 2.6 µM; 650,000 compounds, 0.91% hits; in the data active = inhibition above about 50%;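 also: 0% = vehicle wells with protein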
# Target sequence (O75030 whole entry, looked up): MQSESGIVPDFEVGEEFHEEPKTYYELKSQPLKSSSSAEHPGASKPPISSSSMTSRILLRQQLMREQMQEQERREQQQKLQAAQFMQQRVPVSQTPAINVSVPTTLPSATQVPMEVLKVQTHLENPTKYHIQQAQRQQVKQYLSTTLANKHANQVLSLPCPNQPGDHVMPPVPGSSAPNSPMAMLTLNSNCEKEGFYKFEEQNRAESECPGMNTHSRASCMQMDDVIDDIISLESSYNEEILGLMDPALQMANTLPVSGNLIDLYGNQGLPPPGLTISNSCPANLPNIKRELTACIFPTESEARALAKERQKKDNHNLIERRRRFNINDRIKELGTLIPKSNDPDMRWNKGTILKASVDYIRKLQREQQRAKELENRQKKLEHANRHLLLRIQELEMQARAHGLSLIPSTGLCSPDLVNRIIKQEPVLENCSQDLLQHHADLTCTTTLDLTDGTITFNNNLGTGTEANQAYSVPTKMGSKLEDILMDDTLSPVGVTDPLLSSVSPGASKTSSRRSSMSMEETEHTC
# GPR151 activ = activators of human GPR151, primary screen, cell-based, PathHunter beta-arrestin, luminescence; PathHunter beta-arrestin GPR151 cells; activation, % at 11.2 µM; 650,000 compounds, 1% hits; AID 1508602, 2020; in the data active = activation above about 4.9%;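 also: 0% = median of compound wells and 100% = cells with positive control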
# Target sequence (Q8TDV0 whole entry, looked up): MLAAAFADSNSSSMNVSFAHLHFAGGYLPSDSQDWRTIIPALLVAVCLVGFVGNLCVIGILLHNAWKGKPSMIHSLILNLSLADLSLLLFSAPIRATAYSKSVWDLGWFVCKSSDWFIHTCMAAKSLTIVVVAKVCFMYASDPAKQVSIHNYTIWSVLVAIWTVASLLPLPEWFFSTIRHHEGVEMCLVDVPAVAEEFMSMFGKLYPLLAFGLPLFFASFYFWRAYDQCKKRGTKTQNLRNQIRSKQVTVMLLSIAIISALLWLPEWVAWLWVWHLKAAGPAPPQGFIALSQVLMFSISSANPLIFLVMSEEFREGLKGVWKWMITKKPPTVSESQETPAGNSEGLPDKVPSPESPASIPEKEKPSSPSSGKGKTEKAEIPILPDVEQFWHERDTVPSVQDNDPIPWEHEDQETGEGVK
# TEAD-YAP block = TEAD-YAP interaction inhibition, primary screen, TEAD-YAP interaction inhibitor project, luminescence, HEK-TIYL cells. AID 1259422, 2018. inhibition, % at 9.12 µM. TEAD-Gal4/YAP UAS-luciferase luminescence. 640,000 compounds, 1.4% hits; in the data active = inhibition above about 32%;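 also: 0% = median of test compound wells and 100% = reference inhibitor wells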
# FBW7 act = FBW7 E3 ligase activators, primary screen, biochemical, AlphaScreen, human; AlphaScreen FBW7–phospho-cyclin E peptide binding, activator screen; normalized activity (activation), % at 26.1 µM; 650,000 compounds, 0.13% hits; AID 1259310, 2017; in the data active = normalized activity above about 1.9%;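 also: purified mutant Fbw7 with reduced substrate affinity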
# Starred values were filed as active, the others as inactive; · = not tested or not shown; & = joins results of further samples.
SMILES,MITF inh,GPR151 activ,TEAD-YAP block,FBW7 act
OC1(c2ccc(F)cc2)COC2(CCNCC2)C1 (stereo unspecified),-8,-0.4,-3,-0.1
CCCCC12CN3CN(CC(C)(C3)C1=O)C2,-9,0.1,10,0.1
CN1CCC(O)(c2cccs2)C(C(=O)c2cccs2)C1 (stereo unspecified),4,-0.1,-7,0.0
CN1CCN(CC(=O)Nc2ccc(Cl)cc2C(=O)c2ccccc2)CC1,5,-0.5,5,0.0
CCOC(=O)c1c(NC(=O)c2cccc3ccccc23)sc2c1CCCC2,9,-1.4,4,0.0
O=C(CCn1nc(-c2ccccc2)ccc1=O)N1CCC2(CC1)OCCO2,6,0.1,8,-0.3
CCOc1cccc(C2NCc3ccccc3-n3cccc32)c1O (stereo unspecified),10,0.1,12,-0.1
CCc1ccc(OCCCN=C(C)c2c(O)n(C)c(=O)n(C)c2=O)cc1,6,3.1,-2,0.2
COc1ccc(/C=C/c2nc3ccccc3c(=O)n2-c2cc(Cl)ccc2OC)cc1,-19,2.0,-7,-0.1
CC(C)(C#N)O[C@@H]1O[C@H](CO)[C@@H](O)[C@H](O)[C@H]1O,8,-1.4,4,0.3

# Copied from the results shown for reference:
SMILES,MITF inh,GPR151 activ,TEAD-YAP block,FBW7 act
OC1(c2ccc(F)cc2)COC2(CCNCC2)C1 (stereo unspecified),-8,-0.4,-3,-0.1
CCCCC12CN3CN(CC(C)(C3)C1=O)C2,-9,0.1,10,0.1
CN1CCC(O)(c2cccs2)C(C(=O)c2cccs2)C1 (stereo unspecified),4,-0.1,-7,0.0

# The listing continues:
SMILES,MITF inh,GPR151 activ,TEAD-YAP block,FBW7 act
CCOC(=O)C1C2NC(=S)N(c3cccc(Cl)c3)C1(C)Oc1ccccc12 (stereo unspecified),8,0.0,5,-0.4
O=c1c2ccccc2nc(/C=C\c2ccc(F)cc2)n1-c1cccc(Cl)c1,11,0.4,0,0.2
O=C(CN1Cc2ccccc2C1=O)N1CCC2(CC1)OCCO2,1,1.6,6,0.1
Cc1cccc(CSc2nc3c(cc2C#N)CN(C)CC3)c1,-6,-0.4,-3,-0.2
O=C(c1ccccc1)c1cc(Cl)ccc1NC(=O)c1cc(-c2ccccc2)nc2ccccc12,-4,-0.1,-12,0.1
O=C(COc1ccccc1F)N1CC2CC(C1)c1cccc(=O)n1C2 (stereo unspecified),5,-1.0,6,-0.2
CC(=O)c1ccc(N2CCN(Cc3cc(F)ccc3F)CC2)cc1,61*,-0.6,2,0.0
CCOC(=O)C1=C(C)OC(N)=C(C#N)C12C(=O)Nc1ccc(Cl)cc12 (stereo unspecified),-7,0.5,-1,-0.2
O=c1[nH]c(=O)n(Cc2ccccc2)c(O)c1C=NCCCO,-33,0.4,5,-0.1
COc1cc(C2C(C#N)=C(N)Oc3n[nH]c(C)c32)cc(Cl)c1O (stereo unspecified),-12,-1.0,2,-0.2
O=C(Oc1cccc2cccnc12)c1cccc(S(=O)(=O)N2CCCCC2)c1,32,-1.8,-11,0.4
Oc1ccc2c3c1O[C@H]1c4[nH]c5ccccc5c4C[C@@]4(O)C(C2)N(CC2CC2)CCC314 (stereo partly specified),9,-2.4,-8,0.1
C#CCN1C(=O)C2(C(C#N)=C(N)OC(C)=C2C(=O)OCC=C)c2ccccc21 (stereo unspecified),11,0.0,13,0.0
C=CCN1C[C@@H](C)N([C@H](c2ccc(C(=O)N(CC)CC)cc2)c2cccc(OC)c2)C[C@@H]1C,25,-1.4,-2,-0.1
CCc1c(C(=O)NC(c2ccccc2)c2ccncc2)c(=O)cc(C)n1Cc1cccs1 (stereo unspecified),5,0.2,3,0.5
Cc1ccc(NC(=O)CCC(=O)Nc2ccc(Cl)cc2C(=O)c2ccccc2)c(C)c1,16,-0.8,13,0.2
CCCCNC(=O)N1c2ccc(C)cc2C2CN(C)CCC21 (stereo unspecified),-2,5.9*,5,0.0
Cc1ccccc1N1CCN(Cc2ccc3c(c2)OCO3)CC1,40,-0.5,8,0.0
COc1ccc(/C=C2\C(=O)NC(=O)N(Cc3ccccc3)C2=O)c(OC)c1OC,3,0.9,8,-0.5
CCOCCc1c(O)[nH]c(=S)[nH]c1=O,-14,-0.1,1,-0.1
COc1ccc(O)c(CN2CCN(Cc3cccc(C)c3)CC2)c1,72*,-0.4,-4,-0.3
Cc1cc(OC(C)C(=O)O)c2c3c(c(=O)oc2c1)CCCC3 (stereo unspecified),10,0.5,10,-0.1
Cc1cc(Cl)ccc1OCCNC(=O)c1cccs1,-3,-1.0,-18,0.1
O=P1(N(CCCl)CCCl)NCCCO1 (stereo unspecified),1&5&-22&-11,-1.6&2.1&-0.5&-0.4,-2&3,0.1&0.2&0.1&0.1
CCNC1(c2nnnn2-c2cccc(Cl)c2)CCC(C)CC1 (stereo unspecified),-8,-0.3,-8,-0.3
COc1cccc(CN2CCN(Cc3cccc(Cl)c3)CC2)c1,70*,-0.6,17,0.2
CC(C)N1CCN(Cc2c[nH]c3ccccc23)CC1CCO (stereo unspecified),6,-0.1,3,-0.1
CSc1nc(N2CCOCC2)c2c(c1C#N)CCN(C)C2,10,-0.2,2,-0.2
Clc1ccccc1C1C=C(c2cccnc2)Nc2nnnn21 (stereo unspecified),-4,-1.9,4,0.1
N#CC1=C(N)Oc2c(c(=O)oc3ccccc23)C1C1CC=CCC1 (stereo unspecified),-7,1.2,-2,0.0
CC(NC(=O)C(N)Cc1ccc(O)cc1)C(=O)NCC(=O)NCC(N)=O (stereo unspecified),10,0.0,9,0.1
CN1C[C@@H]2C[C@@H](c3cccn3-c3ccccn3)N3CCC[C@@]23C1=O,-6,-0.3,0,0.1
CC(=O)C1C2c3ccccc3OC1(C)N=c1s/c(=C\c3ccccc3)c(=O)n12 (stereo unspecified),-12,-0.6,-1,-0.2
CC1(C)C(C(=O)N2CCCC(CNC(=O)c3ccc(F)cc3)C2)C1(C)C (stereo unspecified),0,-0.2,-2,0.0
Cc1ccc(-n2c(C)nc3ccc(I)cc3c2=O)c([N+](=O)[O-])c1,-6,-0.7,-11,-0.1
CC(C)CCn1c(=O)c(C(=O)Nc2cccc(Br)c2)c(O)c2ccccc21,1,-0.1,3,0.0
Cc1ccc(NP(=S)(C(C)C)C(C)(C)C)nc1 (stereo unspecified),13,0.8,-3,0.3
CCOc1ccc(/C=C2\C(O)C3CCN2CC3)cc1 (stereo unspecified),17,-0.7,-10,0.0
CN1CCN(c2ccccc2)CC1,16,1.3,1,1.3
COc1cc(C2C(C#N)=C(N)Oc3c2c(=O)oc2ccccc32)ccc1OCC(N)=O (stereo unspecified),24,-1.3,10,0.1
CC1(C)CC2(CCO1)NCCN1C(=O)CSC12 (stereo unspecified),-5,-1.1,-2,-0.1
COC(=O)C1SC2(C(F)(F)F)CC1(O)c1c(c(OC)c3occc3c1OC)O2 (stereo unspecified),-3,-0.7,-1,0.0
CCOC(=O)C1C2NC(=S)N(c3ccc(F)cc3)C1(C)Oc1ccc(Br)cc12 (stereo unspecified),11,0.7,13,-0.5
COc1ccccc1CN1CCCCC1c1cccnc1 (stereo unspecified),-20,0.8,5,-0.1
CC1CC(O)(c2ccccc2)C(C)CN1C (stereo unspecified),-3,-0.3,-5,0.0
COCc1c(C(=O)NC2CCCCC2)c(=O)cc(C)n1CCCc1ccccc1,17,1.1,-21,-0.1
Cc1nc2ccc(I)cc2c(=O)n1-c1cccc(C(F)(F)F)c1,7,-0.3,8,-0.1
CC12CCC(O)CC1=CCC1C2CCC2(C)C(O)/C(=C/c3ccc(Br)cc3)CC12 (stereo unspecified),-1,-0.9,-12,-0.1
CCOC(=O)C1=C(CN2CC=C(c3ccccc3)CC2)NC(=O)NC1c1ccc(C)cc1 (stereo unspecified),4,-1.4,6,0.0
Cc1ccc2c(c1)C1CN(C)CCC1N2C(=O)Cn1cnc2c1c(=O)n(C)c(=O)n2C (stereo unspecified),6,0.1,8,0.1

# 12 compounds from above, arranged by count of non-hydrogen atoms, rising.
SMILES,MITF inh,GPR151 activ,TEAD-YAP block,FBW7 act
CN1CCN(c2ccccc2)CC1,16,1.3,1,1.3
CC1CC(O)(c2ccccc2)C(C)CN1C (stereo unspecified),-3,-0.3,-5,0.0
CC1(C)CC2(CCO1)NCCN1C(=O)CSC12 (stereo unspecified),-5,-1.1,-2,-0.1
CCOc1ccc(/C=C2\C(O)C3CCN2CC3)cc1 (stereo unspecified),17,-0.7,-10,0.0
COc1ccccc1CN1CCCCC1c1cccnc1 (stereo unspecified),-20,0.8,5,-0.1
Cc1ccc(-n2c(C)nc3ccc(I)cc3c2=O)c([N+](=O)[O-])c1,-6,-0.7,-11,-0.1
CC1(C)C(C(=O)N2CCCC(CNC(=O)c3ccc(F)cc3)C2)C1(C)C (stereo unspecified),0,-0.2,-2,0.0
CC(C)CCn1c(=O)c(C(=O)Nc2cccc(Br)c2)c(O)c2ccccc21,1,-0.1,3,0.0
COC(=O)C1SC2(C(F)(F)F)CC1(O)c1c(c(OC)c3occc3c1OC)O2 (stereo unspecified),-3,-0.7,-1,0.0
COCc1c(C(=O)NC2CCCCC2)c(=O)cc(C)n1CCCc1ccccc1,17,1.1,-21,-0.1
COc1cc(C2C(C#N)=C(N)Oc3c2c(=O)oc2ccccc32)ccc1OCC(N)=O (stereo unspecified),24,-1.3,10,0.1
CCOC(=O)C1=C(CN2CC=C(c3ccccc3)CC2)NC(=O)NC1c1ccc(C)cc1 (stereo unspecified),4,-1.4,6,0.0

# The list goes on:
SMILES,MITF inh,GPR151 activ,TEAD-YAP block,FBW7 act
O=c1c2ccccc2nc(/C=C/c2ccccc2)n1-c1cccc(O)c1,5,1.5,5,-0.1
O=C(CN1CCCCC1)c1ccccc1,2,-0.6,1,0.0
COc1ccccc1N1CCN(Cc2ccccc2O)CC1,0,-0.3,-1,0.1
ClC1=CCC2CN(CCN3CCOCC3)CC2C1 (stereo unspecified),1,-0.6,11,-0.1
CCOC(=O)C1C2NC(=S)N(c3ccc(C)cc3)C1(C)Oc1c(Cl)cc(Cl)cc12 (stereo unspecified),6,0.3,63*,-0.3
CN1CCN(Cc2ccccc2O)CC1,1,2.0,18,-0.1
CCSC1=NN1c1nc(N)nc(C)c1CC,-8,-0.2,-5,-0.1
Cc1ccnc(-n2c(-c3ccccc3)nc3ccccc3c2=O)c1,-18,0.2,10,0.4
CC(C#N)CN1CC2(C)CC1CC(C)(C)C2 (stereo unspecified),39,-0.3,-1,0.1
COP(=S)(OC)Oc1cc(Cl)c(I)cc1Cl,-4,2.8,0,-0.1
CN1C(=O)C(=Cc2cn(CCOc3ccccc3)c3ccccc23)C(=O)N(C)C1=O,11,1.6,-7,0.0
CN1C2CCC1CC(OC(=O)c1ccco1)C2 (stereo unspecified),-15,0.6,-3,0.1
COc1ccc(CN2CCN(Cc3ccc(C)cc3)CC2)cc1Br,53*,1.4,-3,-0.2
OOCCC/C=C/c1ccccc1,-11,0.1,·,·
CC(C)(C)C(=O)Nc1ccc(S(=O)(=O)N2CC3CC(C2)c2cccc(=O)n2C3)cc1 (stereo unspecified),2,-0.6,8,0.0
C[C@@H](N)Cc1cnc[nH]1,-15&10,-1.1&-1.4,-4,-0.1&0.0
O=C(CCc1nc(-c2ccccc2F)no1)N1CCC2(CC1)OCCO2,2,0.7,0,0.2
C=C1C2CC3(CC4CC5C6(C)CCC(O)C5(C3CC2=O)C4[N+]([O-])(CC)C6)C1O (stereo unspecified),8,-0.1,8,-0.1
CN1C(=O)C(=Cc2ccccc2[N+](=O)[O-])C(=O)N(C)C1=O,-21,-1.8,-6,-0.1
COc1cc(OC)nc(N2CCN(C)CC2)n1,0,0.4,7,0.5
Cc1cc2ncc3c([n+]2o1)/C(=C/c1ccc([N+](=O)[O-])cc1)CC3,0,-0.1,-1,0.0
COc1ccc(CCN(C)Cc2cccc(F)c2)cc1OC,10,-0.4,6,0.0
O=C(COc1ccccc1)N1CCN(C2CC3CCC2C3)CC1 (stereo unspecified),12,-0.5,0,0.1
CCc1c(C(=O)NCc2cnn(C)c2C)c(=O)cc(C)n1CC1CCCN1CC (stereo unspecified),5,0.6,-2,-0.2
COc1ccc(-n2c(=O)[nH]c3ccccc3c2=O)cc1,-13,0.9,-10,-0.2
COc1ccccc1/C=C1\N=C(c2cncc(Br)c2)OC1=O,-9,-0.6,-2,0.0
CCOC(=O)c1c(CN2CCCCC2)n(Cc2ccccc2)c2cc(Br)c(O)cc12,-6,5.0*,-8,0.0
CCC(=O)N1N=C2C3CCN(CC3)C2C1c1ccc([N+](=O)[O-])cc1 (stereo unspecified),17,-0.4,-24,0.8
CCOc1c(/C=C/[N+](=O)[O-])cccc1OC,0,-0.5,30,0.1
O=C1NC(=O)C2=Cc3ccc(O)cc3OC2(O)N1 (stereo unspecified),8,-0.7,4,-0.5
COc1ccc(CNC(=O)CN2CC=C(c3ccc(C)o3)CC2)cc1,11,-0.9,12,0.9
O=C(CN1C(=O)CN=C(c2ccsc2)c2c1sc1c2CCCC1)N1CCCCC1,2,0.7,0,0.1
CC(=O)OCC1=C(C(=O)O)N2C(=O)C(N)C2SC1 (stereo unspecified),14,-0.6,·,-0.1
COc1cc(Br)c(CN2CC3CC(C2)c2cccc(=O)n2C3)cc1OC (stereo unspecified),5,0.8,-2,0.1
CCOc1ccc2nccc([C@@H](O)[C@@H]3C[C@@H]4CCN3C[C@@H]4CC)c2c1,3,-0.8,9,0.0
Cc1cc(N2CCOCC2)ccc1/C=C1\C(=O)NC(=O)N(c2ccccc2)C1=O,0,-0.5,1,-0.1
COc1ccccc1OCCCn1c(C)c(C=O)c2ccccc21,-11,1.8,0,-0.3
Cn1c(O)c(N=Nc2cccc(S(=O)(=O)N3CCOCC3)c2)c(=O)n(C)c1=O,-10,-0.9,-2,0.1

# A portion of the library; rates above refer to the full screens.
